Source: PubChem BioAssay (National Center for Advancing Translational Sciences (NCATS))
B2AR arrestin = qHTS assay of beta-arrestin-biased ligands of beta2-adrenergic receptor; 330,000 tested, 0.02% active; Potency, µM (titrated, usually from 46.1 µM), for inactives: at the highest dose activation, usual class: activators; AID 492947, 2010; beta-arrestin recruitment to beta2AR, cell-based reporter; Beta-2 adrenergic receptor (Homo sapiens), P07550;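 further: potency means the concentration at half of the fitted maximal effect; 0% = DMSO controls and full agonism = EC100 isoproterenol or metaproterenol; nearly all actives have a fitted effect of over 65% in size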
Target sequence (P07550 whole entry, looked up): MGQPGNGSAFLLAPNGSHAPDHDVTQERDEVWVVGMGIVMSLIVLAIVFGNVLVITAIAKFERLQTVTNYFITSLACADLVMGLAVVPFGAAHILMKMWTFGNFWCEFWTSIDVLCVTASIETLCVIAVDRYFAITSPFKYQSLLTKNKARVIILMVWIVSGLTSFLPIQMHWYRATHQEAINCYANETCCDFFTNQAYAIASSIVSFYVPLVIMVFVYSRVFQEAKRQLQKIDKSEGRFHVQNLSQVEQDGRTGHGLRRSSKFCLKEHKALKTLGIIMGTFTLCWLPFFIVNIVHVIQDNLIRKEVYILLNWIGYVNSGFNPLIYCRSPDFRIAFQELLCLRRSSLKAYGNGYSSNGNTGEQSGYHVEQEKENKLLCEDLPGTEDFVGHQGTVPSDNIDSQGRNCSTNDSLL
Eya2 inh = qHTS Assay for Inhibitors of the Phosphatase Activity of Eya2; Protein phosphatase EYA2 (Homo sapiens), O00167; recombinant Eya2, OMFP fluorescence dephosphorylation (OMFP is methylfluorescein phosphate); Potency, µM (series often up to 76.9 µM), for the others: top-dose activity, negative = inhibition, actives largely listed as inhibitors; 330,000 tested, 0.006% active; AID 488837, 2010; further: potency means the concentration at half of the fitted maximal effect; on the % scale 0 is the no-effect control and ±100 the full control effect
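Eya2 protein (added as 0.2 uM solution) was preincubated with compound for 10 min at ambient temperature in 50 mM HEPES pH 7.5, 50 mM NaCl, 5 uM MgCl2, 0.05% BSA, 1 mM DTT. OMFP (added at 50 uM) then reacted 10 min; fluorescence read at 485/525 nm.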
TCR act = Activators of T cell receptors: qHTS campaign; primary human leukocytes, anti-CD3, IL-2 HTRF, 48 h; Potency, µM (series often up to 9.22 µM), inactives show at the highest dose activation of IL-2 secretion, hits mostly activators; 330,000 tested, under 10 active; AID 504894, 2011; further: % of control where 0% means no effect
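Primary human leukocytes were stimulated with a-CD3 beads plus compounds for 48 hr without co-stimulation; secreted IL-2 was quantified by HTRF using a-IL-2-K (europium cryptate) and a-IL-2-d2, excited at 320nm with acceptor emission read at 665nm.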
BCR signal inh = qHTS Assay to Find Inhibitors of Chronic Active B-Cell Receptor Signaling | ABC-DLBCL IkBa-CBG/CBR reporter, luminescence ratio, 4 h | Potency, µM (series often up to 46.1 µM), without a hit: top-dose ratio change, negative = lower green/red ratio, usual class: inhibitors | 340,000 tested, 0.05% active | AID 493014, 2011; active means well fitted inhibition curve with a large enough effect in the signal ratio, with a control signal flat, not every such curve was filed as active; inconclusive means small, poorly fitted or top-dose-only effect, or effect the other way, or a change in a side signal; the % refers to the signal ratio;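 further: potency means the concentration at half of the fitted maximal effect; plate controls were basal doxycycline-induced cells for no effect and cells given 10 µM MG132 for full effect; MG132 reads +100%, hits lower the ratio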
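TMD8 human ABC-DLBCL cells with doxycycline-inducible IκBα–green luciferase fusion and unfused red luciferase, in 0.5% FBS medium; compounds up to 46 uM, 4 h at 37C. Green/red luminescence ratio, filter-overlap corrected, fitted to concentration-response curves.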
TSG101-PTAP inh = qHTS Assay for Iinhibitors of HIV-1 Budding by Blocking the Interaction of PTAP/TSG101 | Tumor susceptibility gene 101 protein (Homo sapiens), Q99816 | Potency, µM (doses to about 115 µM), inactives show top-dose activity change, negative = inhibition, usual class: inhibitors | 340,000 tested, under 10 active | AID 493005, 2010 | Fluorescence polarization, FITC-PTAP peptide / Tsg101 binding; active means well fitted inhibition curve with a large enough effect in the main read-out, with a control signal flat, not every such curve was filed as active; inconclusive means small, poorly fitted or top-dose-only effect, or effect the other way, or a change in a side signal; inactive means no such curve, though single readings can be large or run the other way; further: potency means the concentration at half of the fitted maximal effect; % of control where 0% means no effect
Target sequence (Q99816 whole entry, looked up): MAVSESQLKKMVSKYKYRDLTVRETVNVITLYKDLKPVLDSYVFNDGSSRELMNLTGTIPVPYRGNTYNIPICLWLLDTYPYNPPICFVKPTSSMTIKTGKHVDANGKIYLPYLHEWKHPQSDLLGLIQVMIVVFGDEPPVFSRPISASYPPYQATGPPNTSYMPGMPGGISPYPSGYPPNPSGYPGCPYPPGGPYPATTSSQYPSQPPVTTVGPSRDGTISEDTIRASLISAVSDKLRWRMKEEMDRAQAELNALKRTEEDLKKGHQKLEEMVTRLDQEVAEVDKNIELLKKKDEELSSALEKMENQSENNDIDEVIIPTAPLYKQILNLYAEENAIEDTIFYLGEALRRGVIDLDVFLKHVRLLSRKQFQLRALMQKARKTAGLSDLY
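Fluorescence anisotropy tracks displacement of a FITC-tagged PTAP peptide (50 nM) from the Tsg101 binding domain (10 uM), following a 20 min room-temperature incubation at pH 7.5.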
uPA generation = qHTS for Inhibitors of Cell Surface uPA Generation | cell surface uPA generation assay, qHTS | AID 540303, 2011 | Potency, µM (series often up to 38.3 µM), for the others: at the top dose activity change, negative = inhibition, most hits filed as inhibitors | 330,000 tested, 0.31% active; active means well fitted inhibition curve with a large enough effect; inconclusive means small, poorly fitted or top-dose-only effect; inactive means no such curve, though single readings can be large or run the other way; tested in mouse RAW 264.7 cells; further: potency means the concentration at half of the fitted maximal effect; on the % scale 0 is the no-effect control and ±100 the full control effect; nearly all actives have a fitted effect of over 55% in size
Mito fusion act = qHTS Assay for Small Molecule Inhibitors of Mitochondrial Division or Activators of Mitochondrial Fusion. S. cerevisiae fusion-defective mutant growth rescue, CellTiterGlo 48 h. Potency, µM (series often up to 46.1 µM), for the others: top-dose growth rescue (activation), actives largely listed as activators. 320,000 tested, 0.23% active;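 further: potency means the concentration at half of the fitted maximal effect; % of control where 0% means no effect; nearly all actives have a fitted effect of over 45% in size; temperature-sensitive fusion mutants such as fzo1-1 at 37 °C on non-fermentable ethanol glycerol medium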
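Read-out: ATP-based luminescence (CellTiterGlo, 10 min ambient) reporting growth of fusion-defective ts yeast after 48 hours at 37C on glycerol/ethanol YPEG medium in the presence of compound.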
USP2a block = qHTS Assay for Inhibitors of Ubiquitin-specific Protease USP2a Using CHOP2 as the Reporter; USP2 core, Ub-CHOP2 coupled fluorogenic reporter, 485/531; Potency, µM (series often up to 38.3 µM), without a hit: top-dose activity change, negative = inhibition, actives largely listed as inhibitors; 330,000 tested, 0.01% active; AID 463254, 2010;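 further: potency means the concentration at half of the fitted maximal effect; plate controls were DMSO wells for no effect and full inhibition by NEM control for full effect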
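Cell-free coupled assay: 10nM USP2 core preincubated 30min RT with compound in Tris-HCl pH 8.0/CaCl2/CHAPS buffer, then 25nM Ub-CHOP2 and 25nM reporter substrate; fluorescence (Ex 485/Em 531) read after 60min RT, normalized to NEM inhibition, concentration-response curves fitted.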
TSHR antag = Antagonists of the Thyroid Stimulating Hormone Receptor: HTS campaign; TSHR-expressing cells, TSH-stimulated cAMP HTRF, 2 h; active compounds read low; activity change, negative = inhibition, % at 11.5 µM; 330,000 tested, 0.2% active;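 active means activity change below a set negative limit, meaning inhibition stronger than a set level, cut at about -70% in these data; inconclusive means activity change between two set negative limits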; further: on the % scale 0 is the no-effect control and ±100 the full control effect
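TSHR-expressing cells were treated with compounds, then stimulated with TSH at EC80 (4nM final) for 2 hours at 37 deg C. Cellular cAMP was measured by HTRF competition between lysate cAMP and cAMP-d2 for a cryptate-labelled anti-cAMP antibody.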
Tb PFK block = qHTS Assay to Find Inhibitors of T. brucei phosphofructokinase | ATP-dependent 6-phosphofructokinase (Trypanosoma brucei brucei), O15648 | T. brucei PFK, ADP-Glo luminescence | Potency, µM (highest dose often 57.5 µM), for inactives: top-dose activity, negative = inhibition, actives largely listed as inhibitors | 330,000 tested, 0.17% active | AID 485367, 2010;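 further: potency means the concentration at half of the fitted maximal effect; 0% = uninhibited 1x PFK enzyme wells and -100% = no-enzyme wells; nearly all actives have a fitted effect of over 60% in size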
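Compounds were pin-transferred as a titration series up to 57 uM into substrate buffer (0.5 mM F6P, 0.1 mM ATP, pH 8.0), then 1.25 nM PFK was added and reactions ran 45 min before ADP-Glo detection.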
ELG1 DNA repair = qHTS screen for small molecules that inhibit ELG1-dependent DNA repair in human embryonic kidney (HEK293T) cells expressing luciferase-tagged ELG1; HEK293T ELG1-luciferase reporter, luminescence, 16 h; DNA damage induced by 5-fluorouridine; Potency, µM (top dose mostly 46.1 µM), inactives show at the top dose activity change, negative = inhibition, usual class: inhibitors; 330,000 tested, 2.3% active; further: potency means the concentration at half of the fitted maximal effect; on the % scale 0 is the no-effect control and ±100 the full control effect; nearly all actives have a fitted effect of over 55% in size
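In this reporter screen, reduction of luminescence relative to DMSO vehicle indicated activity. Compounds and 5-fluorouridine were added together to 2,000 cells per well, incubated for 16 hr at 37 °C, then developed with ONE-Glo.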
* hit, by the source's call; ? = inconclusive; . = no result given; [ ] = dose if it differs, or a comment. Unless noted, the call rests on the fitted dose curve; in most records, active means well fitted curve in the direction sought with a large enough effect; inconclusive means small, poorly fitted or top-dose-only effect, or another doubt; inactive means no such curve, though single readings can be large; an effect the other way counts as inactive or inconclusive.

SMILES	B2AR arrestin	Eya2 inh	TCR act	BCR signal inh	TSG101-PTAP inh	uPA generation	Mito fusion act	USP2a block	TSHR antag	Tb PFK block	ELG1 DNA repair
CCOC(=O)/C(=N/Nc1ccc(OC)cc1)N1CCCc2ccccc21	-0.2%	-15%	-6%	?	0%	13%	2%	-4%	-1	1%	-3%
CC(C)N(Cc1ccccc1)C(=S)NC1CCCCC1	0.0%	3%	2%	10%	0%	-4%	6%	-1%	-5	-1%	-6%
O=C(Cc1ccccc1)Nc1nc2ccccc2s1	12%	0%	-3%[46.1 µM]	?	-3%	0%	9%	-2%	-1	-1%	?
O=C(CN1CCC(C(=O)c2ccc(F)cc2)CC1)NCc1ccccc1F	-0.2%	10%	-23%	6%	-2%	4%	7%	-1%	-25	1%	2%
NC(=O)C1CCN(c2oc(/C=C/c3ccc(F)cc3)nc2S(=O)(=O)c2ccccc2)CC1	-0.9%	-19%	2%	-1%	-6%	-4%	0%	-1%	2	1%	-2%
CCOC(=O)c1c(-c2ccccc2)csc1NC(=O)c1cc2ccccc2oc1=O	-0.7%	-10%	1%[46.1 µM]	-10%	-3%	4%	1%	2%	0	-10%	8%
COc1ccc(C)cc1NC(=O)CSc1nnc(CC(=O)Nc2ccccc2C)n1C	-0.8%	-12%	3%	2%	-5%	.	-4%	0%	3	-2%	-3%
Cc1cccc(NC(=O)[C@H](Cc2ccccc2)NC(=O)[C@@H]2Cc3ccccc3CN2)c1	0.1%	4%	9%	?	-2%	3%	-2%	-1%	-5	-1%	?
O=C(O)Cn1c(SCCOc2ccc(Cl)cc2)nc2ccccc21	-0.3%	?	-3%	12%	-2%	1%	-2%	-1%	-20	-1%	-5%
O=C(c1cccc(C(=O)N2CCN(Cc3ccccc3)CC2)c1)N1CCN(Cc2ccccc2)CC1	-0.4%	7%	-3%	3%	-1%	-5%	-7%	0%	-11	5%	?
COc1cccc(NC(=O)CCN2C(=O)C3CC=CCC3C2=O)c1 (configuration not stated)	0.2%	7%	4%	1%	1%	-18%	-4%	1%	6	-4%	?
N#CC1=C(N)Oc2c(oc(CO)cc2=O)C1c1ccsc1 (configuration not stated)	0.0%	-29%	6%	9%	-4%	0%	0%	0%	15	-3%	-7%
O=S(=O)(c1ccc2oc3ccccc3c2c1)N1CCOCC1	-0.2%	-6%	-24%	?	-9%	0%	3%	1%	11	-2%	-2%
CCN1C(=O)/C(=C2/C=CC=CN2C)OC1=S	0.5%	7%	-3%	4%	-1%	-3%	-1%	3%	-13	-5%	19%
Cc1cc(C)n2nc(C(=O)OCC(=O)NC3CCCCC3)nc2n1	0.7%	22%	0%	-3%	2%	5%	2%	3%	1	6%	2%
COc1ccc(-n2c(=O)c3c4c(sc3n(CC(=O)Nc3cc(C)[nH]n3)c2=O)CCCC4)c(OC)c1	-0.1%	-1%	-4%	-5%	-2%	3%	0%	2%	-4	-4%	-7%
Cc1ccc(S(=O)(=O)N2CCC(O)(c3cccnc3)CC2)cc1	-0.4%	-12%	-8%	2%	-10%	0%	1%	4%	30	1%	-1%
CCOC(=O)C1CN(S(=O)(=O)c2ccc(OC)cc2)c2cc(Cl)ccc2O1 (configuration not stated)	0.3%	?	-4%	0%	-10%	-4%	-25%	0%	-1	-6%	1%
O=c1c2ccccc2nc2c3ccccc3c(Cl)nn12	-0.3%	5%	.	4%	.	.	12%	0%	-11	4%	-2%
CCOC(=O)C1(Cc2ccc(Cl)cc2)CCN(C(=O)c2sc(C)nc2C)CC1	0.4%	-1%	-4%	-7%	-1%	?	-2%	-6%	-20	4%	?
C=CCN(c1ccccc1C(=O)O)S(=O)(=O)c1ccc(C)cc1	-0.5%	3%	-1%	?	-5%	-2%	6%	1%	16	-21%	?
CC1(C)Cc2c(sc(NC(=O)COc3ccc(Cl)cc3)c2C(N)=O)C(C)(C)N1	-1.1%	20%	-2%	3%	-1%	-1%	1%	0%	6	1%	?
COc1ccc([N+](=O)[O-])cc1N(CC(=O)N1CCCCC1)S(C)(=O)=O	-0.1%	-1%	1%	0%	-1%	-2%	-5%	3%	-4	-1%	2%
CC(=O)N1CCN(C(=O)CCNS(=O)(=O)c2ccc(Br)cc2)CC1	0.1%	-5%	-6%	?	-11%	6%	-2%	-1%	4	?	3%
O=[N+]([O-])c1ccc(N2CCN(Cc3ccncc3)CC2)cc1	0.0%	7%	7%	0%	0%	-1%	-3%	-1%	-14	-2%	?
COc1ccc(-c2cc(CS(=O)(=O)c3ccccc3)on2)cc1	0.3%	-2%	-5%	-3%	-4%	-3%	5%	-1%	-4	7%	?
CC(C)(C)C(=O)Cn1ncc(N2CCOCC2)c(Cl)c1=O	0.5%	7%	-1%	-1%	-3%	-8%	1%	-1%	3	-12%	25%
Cc1ccc(NC(=O)COC(=O)CNC(=O)c2ccc(C)s2)cc1	0.0%	8%	7%	4%	2%	-1%	2%	1%	-5	1%	5%
O=C(CSc1nc2ccccc2c(=O)n1-c1cccc(C(F)(F)F)c1)NC1CC1	0.2%	5%	-1%	5%	-2%	0%	0%	-1%	11	1%	-19%
Cc1cc(C)c(OCC(=O)OCC(=O)N2CCc3ccccc3C2)c(C)c1	0.0%	7%	-1%	-2%	-4%	4%	4%	0%	2	1%	2%

Rewritten with values under each structure: two of the compounds above.
Order of values – B2AR arrestin | Eya2 inh | TCR act | BCR signal inh | TSG101-PTAP inh | uPA generation | Mito fusion act | USP2a block | TSHR antag | Tb PFK block | ELG1 DNA repair
Cc1ccc(S(=O)(=O)N2CCC(O)(c3cccnc3)CC2)cc1
  -0.4% | -12% | -8% | 2% | -10% | 0% | 1% | 4% | 30 | 1% | -1%
CCOC(=O)C1CN(S(=O)(=O)c2ccc(OC)cc2)c2cc(Cl)ccc2O1 (configuration not stated)
  0.3% | ? | -4% | 0% | -10% | -4% | -25% | 0% | -1 | -6% | 1%

Next records follow.
SMILES	B2AR arrestin	Eya2 inh	TCR act	BCR signal inh	TSG101-PTAP inh	uPA generation	Mito fusion act	USP2a block	TSHR antag	Tb PFK block	ELG1 DNA repair
C#CCSc1nnnn1-c1ccc(OCC)cc1	0.4%	-15%	0%	-9%	0%	-3%	-5%	-3%	11	8%	-1%
CSc1ccc(-c2nnn(CC(=O)NCc3ccccc3)n2)cc1	-0.2%	-7%	4%	5%	-5%	-13%	8%	0%	5	-5%	-4%
Cc1ccc(OCCCC(=O)Nc2cc(Cl)ccc2-n2cncn2)cc1	0.0%	15%	-2%	2%	1%	2%	26%	0%	19	-9%	-16%
COc1ccc(C2(c3ccc(O)cc3O)CC(c3ccccc3Cl)NC(=S)N2)cc1 (configuration not stated)	-0.1%	-2%	-8%	-15%	-8%	0%	6%	-2%	-6	4%	3%
Cc1cc(S(=O)(=O)Nc2ccc(C(=O)NCc3cccnc3)cc2)ccc1F	-1.3%	-11%	4%	1%	-1%	-1%	-1%	0%	20	-5%	1%
O=C(O)c1ccoc1CN1CCCCC1	-0.4%	-2%	4%[46.1 µM]	-5%	-6%	2%	-2%	2%	-17	-5%	8%
Cc1ccc(Cl)cc1N1CCN(C(=O)c2ccc(CS(=O)Cc3ccc(Cl)cc3)o2)CC1 (configuration not stated)	-0.1%	-14%	2%	?	2%	0%	-23%	1%	-15	0%	0%

Hits appear at their usual frequency; any-hit rate near 3%.
